Bioassay records deposited in PubChem by National Center for Advancing Translational Sciences (NCATS).
GLA spleen mod – inhibits or activates alpha-galactosidase in human spleen homogenate; 0.008% of 240,000 active; AID 2107; Potency, µM (top dose mostly 80 µM), inactives show at the top dose activity change, negative = inhibition, hits mostly inhibitors; human spleen homogenate, 4MU-alpha-Gal fluorescence, 40 min; P06280;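 note: potency is the fitted concentration of half-maximal effect; 0% = enzyme with vehicle and -100% = no enzyme basal signal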
Target sequence (P06280 32-429 limits assumed): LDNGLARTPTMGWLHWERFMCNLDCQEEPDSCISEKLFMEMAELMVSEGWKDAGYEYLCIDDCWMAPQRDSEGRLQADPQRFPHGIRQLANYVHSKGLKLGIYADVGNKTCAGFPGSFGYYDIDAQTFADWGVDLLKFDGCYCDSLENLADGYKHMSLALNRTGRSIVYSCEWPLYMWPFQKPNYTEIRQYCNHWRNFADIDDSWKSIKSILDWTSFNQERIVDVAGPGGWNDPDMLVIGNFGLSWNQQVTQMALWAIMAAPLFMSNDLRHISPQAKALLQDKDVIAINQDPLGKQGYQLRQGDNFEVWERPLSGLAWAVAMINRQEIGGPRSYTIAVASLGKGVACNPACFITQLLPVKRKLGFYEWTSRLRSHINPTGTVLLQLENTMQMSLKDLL
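Inhibition or activation of alpha-galactosidase in human spleen homogenate is scored by 4-MU fluorescence after 40 min at 37C, pH 5.0, with 1 mM substrate. AC50s come from concentration-response fitted to the Hill equation.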
CBFb RUNX1 block – inhibitors of human CBF-beta and RUNX1 interaction. Potency, µM (highest dose often 59.8 µM), for the others: at the highest dose activity, negative = inhibition, most hits filed as inhibitors. Q01196+Q13951. AlphaScreen CBFb-His/RUNX1-biotin binding, biochemical. 230,000 tested, under 10 active; note: % of control where 0% means no effect
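Read-out: AlphaScreen. Format: His-CBF-beta with biotinylated RUNX1 (30 nM each) preincubated 20 min, compound 15 min, Ni-chelate plus streptavidin beads 90 min; room temperature throughout.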
Epigenetic derep – derepresses silenced GFP reporter in murine cells | Potency, µM (titrated, usually from 53.9 µM), without a hit: at the top dose GFP activation, actives largely listed as activators | 0.2% of 280,000 active | murine LDR cells, GFP reporter derepression, 30 h | AID 1865; note: potency is the fitted concentration of half-maximal effect; % of control where 0% means no effect; nearly all actives have a fitted effect of over 60% in size
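Derepression of a silenced CMV-GFP reporter in murine LDR cells is scored by enumerating GFP-positive cells with a laser-scanning microplate cytometer after 30 hours of treatment at 37 C.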
Lamin A splicing – LMNA splicing modulation | Potency, µM (series often up to 46.1 µM), for the others: at the top dose ratio change, negative = inhibition, most hits filed as inhibitors | HeLa LMNA splicing GFP/RFP minigene ratio, 48 h | 0.01% of 200,000 active | AID 1487; active = well fitted inhibition curve with a large enough effect in the signal ratio, with a control signal flat, not every such curve was filed as active; inconclusive = small, poorly fitted or top-dose-only effect, or effect the other way, or a change in a side signal; the % refers to the signal ratio; note: potency is the fitted concentration of half-maximal effect; % is set by controls: 0 for no effect and ±100 for the full control effect
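S3 HeLa stable clones carrying a lamin A-EGFP splicing minigene plus DsRed2 were seeded at 600 cells/well in Opti-MEM with 2% FBS, pin-dosed and incubated 48 h at 37°C. Acumen cytometry (488 nm) gave the GFP/RFP total-intensity ratio.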
NPSR antag – blocks cAMP signaling of the human neuropeptide S receptor; Q6W5P4; Potency, µM (doses to about 38.3 µM), without a hit: top-dose activity change, negative = inhibition, most hits filed as inhibitors; AID 1461; 1% of 220,000 active; CHO-NPSR cells, cAMP TR-FRET, antagonist mode; note: potency is the fitted concentration of half-maximal effect; % is set by controls: 0 for no effect and ±100 for the full control effect; nearly all actives have a fitted effect of over 50% in size; many of its hits are not listed in these tables
Target sequence (Q6W5P4 whole entry, looked up): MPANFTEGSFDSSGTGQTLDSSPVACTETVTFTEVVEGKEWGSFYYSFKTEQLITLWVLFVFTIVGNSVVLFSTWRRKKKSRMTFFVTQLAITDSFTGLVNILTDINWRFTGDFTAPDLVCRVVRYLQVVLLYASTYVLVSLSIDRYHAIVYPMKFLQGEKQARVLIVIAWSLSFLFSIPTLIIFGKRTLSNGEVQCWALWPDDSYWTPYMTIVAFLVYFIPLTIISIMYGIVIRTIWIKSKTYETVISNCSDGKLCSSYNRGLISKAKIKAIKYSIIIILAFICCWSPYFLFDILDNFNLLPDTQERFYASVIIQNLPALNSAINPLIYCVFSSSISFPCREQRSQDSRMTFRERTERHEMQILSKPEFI
KinaseGlo FLuc – counter-screen: inhibitors of Kinase-Glo firefly luciferase; 0.28% of 200,000 active; Q27757; Kinase-Glo luciferase, ATP luminescence, 8 min; Potency, µM (titrated, usually from 38.3 µM), for inactives: top-dose activity change, negative = inhibition, actives largely listed as inhibitors; AID 1379; note: potency is the fitted concentration of half-maximal effect; % is set by controls: 0 for no effect and ±100 for the full control effect; nearly all actives have a fitted effect of over 60% in size
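Compounds were added to a substrate mix at pH 7.2 (50 mM imidazole, 10 uM ATP, within the enzyme's linear range), followed by Kinase-Glo detection reagent; luminescence was measured after 8 minutes at ambient temperature.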
IMPase Li cell – cell-permeable IMPase inhibitors with lithium potentiation; AID 1457; CHO-M1 cells, IP1 TR-FRET (IP-One), carbachol + lithium; Potency, µM (series often up to 59.4 µM), for inactives: top-dose activity, negative = IMPase inhibition, actives largely listed as inhibitors; 0.35% of 210,000 active;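 note: IP1 builds up when IMPase is blocked and the TR-FRET signal falls; potency is the fitted concentration of half-maximal effect; plate controls were basal vehicle for no effect and high inhibitor control for full effect; nearly all actives have a fitted effect of over 50% in size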
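Steps: plate 2000 CHO-M1 cells per well and culture 16–30 h; add compound and lithium; incubate 30 min, 37C; add d2-IP1 tracer and Eu cryptate anti-IP1 antibody in lysis buffer; read after 10 min at room temperature.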
Starred values were filed as active, the others as inactive; ? = inconclusive; . = not tested or not shown; & = joins results of further samples; [ ] = remark or other dose. Unless noted, calls come from the whole dose curve; as a rule, active = well fitted curve in the direction sought with a large enough effect; inconclusive = small, poorly fitted or top-dose-only effect, or another doubt; inactive = no such curve, though single readings can be large; an effect the other way counts as inactive or inconclusive. These rows are one share of the data; rates above refer to the full screens.

smiles	GLA spleen mod	CBFb RUNX1 block	Epigenetic derep	Lamin A splicing	NPSR antag	KinaseGlo FLuc	IMPase Li cell
S=C(NNC(=S)NC1CC2CCC1C2)NC1CC2C=CC1C2 (configuration not stated)	0%	-6%	-3.2%	.	9%	.	.
CC1CCN(CCNC(=O)C2CCCN(S(=O)(=O)c3cccc4nonc34)C2)CC1 (configuration not stated)	4%	0%	-0.2%	-2%	5%[46.1 µM]	-6%	7%[38.3 µM]
O=C(CC1C(=O)NCCN1Cc1cccc(Oc2ccccc2)c1)NCCc1cnccn1 (configuration not stated)	4%	-1%	0.0%	.	-6%	1%	3%
COc1cc(C=C2C(=O)c3ccccc3C2=O)cc(OC)c1OC	-3%	-11%	?	.	6%	0%	0%
COc1cc(NC(=O)c2ccc3c(c2)OCO3)ccc1NC(=O)C(C)C	8%	7%	-0.7%	5%	-8%[46.1 µM]	-7%	-7%[38.3 µM]
N/C(=N\OC(=O)COc1ccc2ccccc2c1Br)c1cccnc1	4%	10%	0.1%	?	-30%	2%	?
Cc1cc(C)c(S(=O)(=O)N(CC(=O)O)CC(=O)O)c(C)c1	0%	8%	-0.8%	-1%	5%[46.1 µM]	-1%	15%[38.3 µM]
Fc1ccccc1Oc1nc(-c2ccncc2)nc2ccccc12	-3%	-2%	3.2%	4%[46 µM]	38%	.	.
O=S(=O)(c1ccccc1)c1nc(-c2ccccc2)oc1NCc1cccnc1	7%	-8%	0.4%	17%	-27%[46.1 µM]	-4%	-17%[38.3 µM]
CCOC(=O)C1(CCCc2ccccc2)CCN(C(=O)Cc2nonc2C)CC1	7%	18%	-1.9%	.	28%	0%	17%

smiles	GLA spleen mod	CBFb RUNX1 block	Epigenetic derep	Lamin A splicing	NPSR antag	KinaseGlo FLuc	IMPase Li cell
CN1CCN(NC(=O)C2CC2)CC1	-4%	-1%	0.0%	-8%	15%	0%	2%
O=C(COc1cccnc1[N+](=O)[O-])N1CCc2ccccc2C1	0%	-6%	-1.1%	.	7%	-2%	14%
O=C(NCc1ccccc1)c1ccc2c(c1)OCCO2	-7%	-1%	0.8%	2%	-2%[46.1 µM]	-1%	-3%[38.3 µM]
CSCC[C@@H](C(=O)Nc1ccc2c(c1)OCCO2)N1Cc2ccccc2C1=O	8%	-4%	-1.3%	1%	-8%[46.1 µM]	1%	3%[38.3 µM]
CC1=C(C(=O)OCc2ccccc2)C(c2cccnc2)n2ncnc2N1 (configuration not stated)	-7%	4%	1.1%	0%	?	-6%	0%[38.3 µM]
CC(C)Oc1ccc(Cc2c(O)nc(NCCCN(C)C)[nH]c2=O)cc1	2%	-3%	-1.0%	-5%	-4%[46.1 µM]	-2%	0%
O=C(COc1ccc(-n2cnnn2)cc1)NC1CCCCC1	-2%	-5%	0.0%	-6%	6%[46.1 µM]	-1%	6%[38.3 µM]
C/C(O)=C(/N=O)C(=O)Nc1ccccc1	3%	1%	-1.2%	23%	-11%[46.1 µM]	-1%	2%[38.3 µM]
CC1CN(S(=O)(=O)c2ccc(Cl)c(S(=O)(=O)N3CC(C)OC(C)C3)c2)CC(C)O1 (configuration not stated)	5%	4%	-8.1%	8%	-13%[46.1 µM]	-2%	7%[38.3 µM]
COc1ccc(CC(=O)Nc2ccc(C(=O)O)cc2NC(=O)Cc2ccc(OC)cc2)cc1	-5%	5%	-1.9%	3%[46 µM]	4%	5%	3%

Complete entries, quoted from the list.
O=C(COc1cccnc1[N+](=O)[O-])N1CCc2ccccc2C1 reads GLA spleen mod = 0%; CBFb RUNX1 block = -6%; Epigenetic derep = -1.1%; Lamin A splicing = .; NPSR antag = 7%; KinaseGlo FLuc = -2%; IMPase Li cell = 14%
O=C(NCc1ccccc1)c1ccc2c(c1)OCCO2 reads GLA spleen mod = -7%; CBFb RUNX1 block = -1%; Epigenetic derep = 0.8%; Lamin A splicing = 2%; NPSR antag = -2%[46.1 µM]; KinaseGlo FLuc = -1%; IMPase Li cell = -3%[38.3 µM]

Next section
smiles	GLA spleen mod	CBFb RUNX1 block	Epigenetic derep	Lamin A splicing	NPSR antag	KinaseGlo FLuc	IMPase Li cell
Cc1c(NC(=O)CSc2nnc(-c3ccco3)n2-c2ccccc2)c(=O)n(-c2ccccc2)n1C	-6%	2%	-3.9%	11%	-6%[46.1 µM]	-4%	-4%[38.3 µM]
O=C1C(Nc2ccccc2)=C(NS(=O)(=O)c2ccccc2)C(=O)c2ccccc21	-5%	-4%	-1.0%	?	-13%	-6%	16%
O=c1cc(CN2CCc3ccccc32)nc2sccn12	-1%	-2%	-1.0%	3%	5%[46.1 µM]	4%	31%[activator][38.3 µM]
Cc1cc(C)nc(N(C#N)CC(=O)c2ccccc2)n1	6%	4%	-1.1%	-3%	-13%[46.1 µM]	-23%	53%[activator][38.3 µM]
Cc1c(NC(=O)CN2C(=O)c3cccc4cccc2c34)c(=O)n(-c2ccccc2)n1C	-5%	3%	-0.9%	-4%	-21%[46.1 µM]	8%	-5%
CC1(C)Oc2ccc(C(=O)NC3CCCC3)cc2N(CC(=O)NC2CCCCC2)C1=O	-2%	6%	-1.0%	3%	-17%[46.1 µM]	0%	5%[38.3 µM]
CC(C)(C)c1ccc2c(c1)OCC(C(=O)O)O2 (configuration not stated)	4%	13%	0.9%	8%	-4%[46.1 µM]	1%	0%[38.3 µM]
N#C/C(=N\Nc1ccc(Cl)cc1)C(=N)N1CCCCC1	2%	0%	-0.2%	-5%	-19%[46.1 µM]	-8%	13%[38.3 µM]
Cn1cnnc1Sc1ccc(C(=O)OCC(=O)Nc2cc(Cl)cc(Cl)c2)cc1[N+](=O)[O-]	-5%	-7%	1.0%	-5%	?	3%	12%
CCc1cccc(C)c1NC(=O)N(C)C1CCCCC1	5%	2%	-1.0%	.	-18%	.	.

smiles	GLA spleen mod	CBFb RUNX1 block	Epigenetic derep	Lamin A splicing	NPSR antag	KinaseGlo FLuc	IMPase Li cell
CCOC(=O)c1sc(NCC2CCCO2)nc1C (configuration not stated)	0%	8%	-1.0%	-5%	-2%[46.1 µM]	2%	32%[38.3 µM]
CC1(OC(=O)c2ccc(Cl)nc2)C(=O)C=C2C=C(c3ccc(C#N)cc3)OC=C2C1=O (configuration not stated)	-10%&1%	-12%&-10%	3.4%&-1.1%	.	.	0%&-4%	3%&0%
Cc1cc(Cl)c(S(=O)(=O)NC(C)C)cc1OCC(N)=O	-3%	4%	-1.3%	-3%	13%	-2%	-2%
CNc1oc(-c2cccc3ccccc23)nc1C#N	?	15%	-0.4%	-1%	7%[46.1 µM]	14%	-26%[38.3 µM]
O=C(N/N=C/c1sc(N2CCOCC2)nc1-c1ccccc1)c1ccc(O)cc1	0%	-11%	1.0%	-7%[46 µM]	-37%	2%	9%
CN1CCN(C=NC2=NN(c3cccc(C(F)(F)F)c3)CC2)CC1	-16%	-17%	0.0%	?	-19%	3%	16%
NC(=O)c1cc(N2C(=O)C=CC2=O)ccc1Cl	7%	2%	-0.2%	?	?	-3%	22%[38.3 µM]
Nc1nnnn1CC(=O)N/N=C/c1cccs1	-41%	-4%	-1.3%	.	-21%	.	.
O=C(/C=C/c1ccccc1)N(Cc1cccs1)C1CCS(=O)(=O)C1 (configuration not stated)	12%	8%	-1.1%	.	11%	.	.
CN(/N=C/c1ccc(O)cc1O)c1ncc(C(F)(F)F)cc1Cl	-8%	2%	-1.4%	.	10%[7.67 µM]	.	.

3 of the entries above in order of the Epigenetic derep value, rising:
| SMILES | Epigenetic derep |
| --- | --- |
| CCOC(=O)c1sc(NCC2CCCO2)nc1C (configuration not stated) | -1.0% |
| CNc1oc(-c2cccc3ccccc23)nc1C#N | -0.4% |
| NC(=O)c1cc(N2C(=O)C=CC2=O)ccc1Cl | -0.2% |

(more compounds)
smiles	GLA spleen mod	CBFb RUNX1 block	Epigenetic derep	Lamin A splicing	NPSR antag	KinaseGlo FLuc	IMPase Li cell
CCOC(=O)C1(Cc2ccc(O)cc2)NC(c2ccco2)C2C(=O)N(c3ccccc3F)C(=O)C21 (configuration not stated)	-4%	-9%	0.0%	-9%	-18%[46.1 µM]	2%	12%[38.3 µM]
O=C(c1cccc(S(=O)(=O)NCc2ccccc2)c1)N1CCN(Cc2ccccc2)CC1	14%	0%	0.0%	?	1%[46.1 µM]	-2%	20%[38.3 µM]
COC(=O)CSc1ncc(C#N)c(N)n1	7%	6%	1.7%	6%	1%[46.1 µM]	-3%	-12%[38.3 µM]
COc1ccc(Cl)cc1NC(=O)Nc1ccccc1SC	0%	7%	-1.1%	-24%[46 µM]	-4%	-2%	-1%
O=C1NC(c2ccccc2)=NC1(NS(=O)(=O)c1ccc(Cl)cc1)C(F)(F)F (configuration not stated)	0%	0%	-1.0%	?	8%	1%	8%
Cc1cc(C(F)F)n2ncc(C(=O)NCc3ccccc3F)c2n1	-14%	-2%	-1.0%	2%	-5%	-1%	-1%
COc1ccc(-n2nc(C(=O)N3CCCCC3)c(C)c(C#N)c2=O)cc1	-5%	-1%	4.5%	-12%[9.22 µM]	0%	2%	-3%
O=C(Nc1nc2c(ccc3ccccc32)s1)c1cc([N+](=O)[O-])ccc1N1CCOCC1	-16%	-2%	-0.9%[10.1 µM]	.	5%	2%	2%
COc1ccccc1NC(=O)N1CCN(c2ccccc2F)CC1	-3%	4%	-0.8%	5%	-6%[46.1 µM]	4%	11%[38.3 µM]
O=C(CCCN1C(=O)/C(=C/c2cccs2)SC1=S)NNC(=O)c1cccnc1	17%	7%	1.1%	.	-8%	.	.
COc1cc(C)c(CNc2cccc(C)c2)cc1C	5%	-2%	-1.0%	5%	-26%[46.1 µM]	-1%	36%[activator][38.3 µM]
COc1cc(/C=C2\SC(=Nc3c(C)n(C)n(-c4ccccc4)c3=O)NC2=O)ccc1O	-14%	4%	-3.0%	-5%	-30%	0%	-4%
